# Tn6 DDE FP = DD(E)-Tn6 binding inhibition, primary FP screen. Fibrin DD(E) TRITC-Tn6 fluorescence polarization displacement. P02675. 0.21% of 370,000 active. inhibition, % at 8.3 µM;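 active = inhibition above a per-campaign cutoff: mean of compounds within control limits plus 3 SD, cut at about 15% in these data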;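 also: 0% = median of all compound wells on the plate and 100% = blocking peptide control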
# Target sequence (P02675 whole entry, looked up): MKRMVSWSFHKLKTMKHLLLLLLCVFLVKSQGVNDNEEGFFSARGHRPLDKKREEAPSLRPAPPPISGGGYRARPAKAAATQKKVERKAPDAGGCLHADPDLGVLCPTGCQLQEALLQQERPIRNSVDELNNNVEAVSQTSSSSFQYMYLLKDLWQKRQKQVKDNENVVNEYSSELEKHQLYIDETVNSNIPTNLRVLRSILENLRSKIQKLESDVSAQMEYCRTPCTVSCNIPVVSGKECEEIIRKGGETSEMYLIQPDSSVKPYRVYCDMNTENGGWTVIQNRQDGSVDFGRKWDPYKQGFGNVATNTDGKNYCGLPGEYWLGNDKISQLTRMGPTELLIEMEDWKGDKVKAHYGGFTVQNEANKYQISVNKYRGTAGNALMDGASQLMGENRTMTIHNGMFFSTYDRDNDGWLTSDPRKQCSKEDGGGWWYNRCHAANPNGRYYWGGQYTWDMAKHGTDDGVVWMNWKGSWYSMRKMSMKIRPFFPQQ
# ADAM10 inh = ADAM10 inhibition, QFRET primary screen | O14672 | inhibition, % at 7 µM | 0.62% of 370,000 active | recombinant ADAM10, EDANS/DABCYL FRET peptide cleavage, 3 h | AID 720582;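 active = inhibition above a per-campaign cutoff equal to the mean of compounds falling between control-based bounds plus 3 SD, cut at about 20% in these data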;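 also: 0% = DMSO wells while the 100% control is not disclosed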
# NPR2 activator = GC-B (human) receptor activation | HEK293-GC-B cells, CNP EC30, cGMP TR-FRET; 0% at EC30 CNP, 100% saturating CNP | AID 1920062 | activation, % at 10 µM | 0.11% of 370,000 active;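 active = activation at 10 µM reaching about 35% in either raw or pattern-adjusted values, limit read from the data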
# ARFGAP1 inhibitor = inhibitors of rat ARFGAP1. Arfgap1-stimulated ARF1 GTP hydrolysis, GDP FP detection. inhibition, % at 16.5 µM. 0.26% of 360,000 active;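 active = inhibition above a per-plate limit, mean inhibition of low control wells plus 3 SD, cut at about 25% in these data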;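 also: 0% = DMSO wells with enzyme and 100% = wells lacking Arfgap1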
# Target sequence (Q62848 1-136 limits assumed): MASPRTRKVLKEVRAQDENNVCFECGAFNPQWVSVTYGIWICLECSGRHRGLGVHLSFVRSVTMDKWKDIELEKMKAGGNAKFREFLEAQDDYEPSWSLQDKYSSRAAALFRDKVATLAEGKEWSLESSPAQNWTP
#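 Replicates: Single well per compound | Assay system: Truncated rat Arfgap1 GAP domain | Control set: No-Arfgap1 wells (100%) versus DMSO full-reaction wells (0%) | Times: Enzyme reaction 120 min at 25 °C after 20 min preincubation | Reagent: Human ARF1(Δ1-17)-GTP substrate | Measured by: Tracer-displacement fluorescence polarization with EDTA stop, 620/688 nm | Measure: Percent inhibition of Arfgap1-stimulated GTP hydrolysis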
# ASAP1 GAP inh = inhibitors of human ASAP1 ArfGAP activity. inhibition, % at 16.5 µM. 0.19% of 360,000 active. AID 624377. ASAP1-stimulated ARF1 GTP hydrolysis, GDP FP detection; in the data active = inhibition above about 25%;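 also: 0% = vehicle with enzyme and substrate and 100% = no enzyme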
# Target sequence (Q9ULH1 325-724 limits assumed): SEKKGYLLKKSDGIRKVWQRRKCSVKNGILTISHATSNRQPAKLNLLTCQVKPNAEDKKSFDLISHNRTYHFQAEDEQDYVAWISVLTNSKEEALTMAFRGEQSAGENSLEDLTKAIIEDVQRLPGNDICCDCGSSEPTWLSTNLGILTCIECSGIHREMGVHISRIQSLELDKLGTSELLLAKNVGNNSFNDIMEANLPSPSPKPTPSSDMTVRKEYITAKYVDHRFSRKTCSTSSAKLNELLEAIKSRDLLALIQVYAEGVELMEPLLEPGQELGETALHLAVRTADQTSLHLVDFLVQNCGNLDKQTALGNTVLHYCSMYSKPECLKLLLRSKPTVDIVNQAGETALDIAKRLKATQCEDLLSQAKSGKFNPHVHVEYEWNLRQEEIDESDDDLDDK
# HGIII-sPLA2 inh = Blocks human group III sPLA2 activity; Q9NZ20; QFRET BODIPY PC-A2 liposome hydrolysis, fluorescence; inhibition, % at 12.2 µM; 0.56% of 370,000 active; AID 743126;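 active = inhibition above mean plus 3 SD of compounds lying within the high and low control bounds, cut at about 19% in these data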;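 also: 0% = median of test compound wells and 100% = no enzyme DMSO wells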
# FXN GAA850 act = frataxin GAA850 promoter activation; HEK293 lucGAA850 FXN promoter luciferase reporter, 24 h; percent of 10 µM SAHA response; activation, % at 6 µM; AID 540364; 0.56% of 360,000 active;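 active = activation above the average of all compounds screened plus 3 SD, cutoff fixed separately per campaign, cut at about 7.5% in these data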;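 also: 0% = DMSO wells and 100% = 10 µM SAHA wells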
# KLK7 zymogen act = proKLK7 (human) activation, primary screen; 0.9% of 370,000 active; P49862; purified proKLK7, EDANS-DABCYL substrate fluorescence; 100% is mature enzyme control, 0% vehicle; activation, % at 7 µM; AID 652039;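 active = activation above the mean of all tested compounds plus 3 SD, computed per campaign excluding outliers beyond control limits, cut at about 13% in these data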
# NPR1 activator = GC-A (human) enzyme activation; P16066; HEK293 GC-A cells, cGMP TR-FRET, EC30 ANP; 0% at EC30 ANP, 100% saturating ANP; activation, % at 10 µM; 0.14% of 370,000 active; AID 1671463; in the data active = activation above about 40%
# rCAG RNA binder = molecules binding r(CAG) RNA repeats. inhibition, % at 3 µM. 1.3% of 370,000 active. r(CAG) RNA repeat, TO-PRO-1 dye displacement fluorescence. AID 651821;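 active = inhibition above the plate cutoff, the mean of all test compounds on that plate plus 3 SD, cut at about 35% in these data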;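 also: 0% = DMSO alone and 100% = 100 µM mitoxantrone as full dye displacement; higher means more dye released from RNA so lower well fluorescence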
# The depositor's hits bear a star; i = inactive; . = no result given. Hits appear at their usual frequency; 4.5% or so of the library scored in one or more.
SMILES,Tn6 DDE FP,ADAM10 inh,NPR2 activator,ARFGAP1 inhibitor,ASAP1 GAP inh,HGIII-sPLA2 inh,FXN GAA850 act,KLK7 zymogen act,NPR1 activator,rCAG RNA binder
Cc1ccc(S(=O)(=O)NCC2CCC(C(=O)NCc3cccs3)CC2)cc1 (stereo not given),-2,7,-1,7,5,0,1.0,-0.1,0,-2
COc1cccc(C(C)NC(=O)Nc2cccc(C(F)(F)F)c2)c1 (stereo not given),-3,11,-5,4,11,-18,0.3,0.0,-3,1
COC(=O)/C=C1\SC(=NC(=O)c2ccc(OC)cc2)NC1=O,7,0,-3,4,-8,4,0.4,0.4,-2,18
Cc1nn(CC(=O)N(C)C2CCS(=O)(=O)C2)c(C)c1[N+](=O)[O-] (stereo not given),3,-13,3,11,-2,0,0.4,0.6,2,-3
O=C(NCCCn1ccnc1)c1cc(S(=O)(=O)N2CCOCC2)ccc1F,5,0,10,0,7,3,-0.7,-0.5,-2,-1
Cc1ccc(C(=O)N(C)[C@H]2C[C@H]3c4[nH]c5c(-c6cccc(C)c6)cccc5c4CCN3C[C@H]2[C@H](C)O)cc1,-5,-39,1,.,.,-1,.,0.3,-2,4
COc1cccc(C(=O)NCc2n[nH]c(=S)n2-c2cccc(C)c2)c1,-3,14,-1,-1,4,4,-0.7,-0.3,1,2
COCCNC(=S)N/N=C(\C)CCc1ccc2c(c1)OCO2,-1,0,1,-2,-3,7,0.9,-0.5,3,-2
O=C(COc1ccc2c(c1)OCO2)Nc1ccc(Cl)cn1,-1,4,0,-4,-18,1,2.4,0.1,-3,3
COc1ccc2c(c1)CCCN2C(=O)C1CCCN(S(=O)(=O)c2c(C(C)C)cc(C(C)C)cc2C(C)C)C1 (stereo not given),1,-2,-2,.,.,4,.,-0.4,-3,6
COc1ccc(C2CC(c3cccs3)=NN2c2ccc(F)cc2)cc1OC (stereo not given),3,i,0,1,1,9,-0.5,-23,-1,3
COc1ccc(OC)c(CCNC(=O)CCCC(=O)n2ncc3cc(C)ccc32)c1,4,-5,-19,15,-7,-2,0.1,0.9,-25,0
COc1ccc(Cl)cc1S(=O)(=O)Nc1noc2ccccc12,6,2,0,5,-4,1,0.1,-0.2,1,1
O=S(=O)(NCC1CN(S(=O)(=O)c2c(F)cccc2F)C1)c1ccc2c(c1)OCCO2,-3,6,7,7,1,-10,-2.1,0.9,0,3
CCOC(=O)c1c(NC(=O)c2ccc(C)cc2)sc2c1CC(C)(C)OC2,9,3,-2,7,13,6,-2.1,-4.8,-4,1
CCc1cc(C(=O)OC)c(NC(=O)CC2Nc3cc(C)c(C)cc3NC2=O)s1 (stereo not given),-4,-3,-4,-14,2,2,3.5,-0.1,-2,6
Cn1nc(C(=O)OCC(=O)Nc2ccc(C(N)=O)cc2)c2ccccc2c1=O,2,-3,-4,-7,16,5,-3.1,0.1,1,2
Clc1ccc(COc2ccccn2)c(Cl)c1,-3,2,-3,6,10,1,0.3,0.2,-2,3
N#Cc1cccnc1N1CCN(C(=O)c2cccc3c2C(=O)c2ccc(Cl)cc2S3(=O)=O)CC1,3,-118,1,0,-8,-11,-1.5,0.3,-1,7
CCCn1c(SCC(=O)c2cc(OC)ccc2OC)nnc1-c1ccco1,-1,-5,-18,3,3,-21,-0.8,-0.5,-15,-7

# Shown with each value named: entries from further up.
COc1ccc(OC)c(CCNC(=O)CCCC(=O)n2ncc3cc(C)ccc32)c1
  Tn6 DDE FP = 4; ADAM10 inh = -5; NPR2 activator = -19; ARFGAP1 inhibitor = 15; ASAP1 GAP inh = -7; HGIII-sPLA2 inh = -2; FXN GAA850 act = 0.1; KLK7 zymogen act = 0.9; NPR1 activator = -25; rCAG RNA binder = 0
COc1ccc(Cl)cc1S(=O)(=O)Nc1noc2ccccc12
  Tn6 DDE FP = 6; ADAM10 inh = 2; NPR2 activator = 0; ARFGAP1 inhibitor = 5; ASAP1 GAP inh = -4; HGIII-sPLA2 inh = 1; FXN GAA850 act = 0.1; KLK7 zymogen act = -0.2; NPR1 activator = 1; rCAG RNA binder = 1

# A second format for part of the listing above:
# Values run as follows: Tn6 DDE FP, ADAM10 inh, NPR2 activator, ARFGAP1 inhibitor, ASAP1 GAP inh, HGIII-sPLA2 inh, FXN GAA850 act, KLK7 zymogen act, NPR1 activator, rCAG RNA binder
O=C(NCCCn1ccnc1)c1cc(S(=O)(=O)N2CCOCC2)ccc1F
    5, 0, 10, 0, 7, 3, -0.7, -0.5, -2, -1
Cc1ccc(C(=O)N(C)[C@H]2C[C@H]3c4[nH]c5c(-c6cccc(C)c6)cccc5c4CCN3C[C@H]2[C@H](C)O)cc1
    -5, -39, 1, ., ., -1, ., 0.3, -2, 4

# The list goes on.
SMILES,Tn6 DDE FP,ADAM10 inh,NPR2 activator,ARFGAP1 inhibitor,ASAP1 GAP inh,HGIII-sPLA2 inh,FXN GAA850 act,KLK7 zymogen act,NPR1 activator,rCAG RNA binder
Cc1cc(-c2nnc(SCC(=O)Nc3ccc(F)cc3F)n2N)n[nH]1,-4,1,7,5,10,3,1.2,0.5,-3,0
c1ccc(-c2ccccc2OCCOCCN2CCc3ccccc3C2)cc1,5,1,-15,6,5,-7,-0.4,0.2,-21,-8
Cc1c(S(=O)(=O)NC2CCCCC2)c(=O)n(C)c(=O)n1C,-2,-1,-5,-13,-6,6,-0.3,0.0,-3,1
COc1cc2ncnc(NCc3ccc(C)cc3)c2cc1OC,5,-5,18,-7,0,-6,-1.7,-0.8,22,-9
COc1cccc(N(CC(=O)NC2CCCC2)C(=O)CCCC(=O)Nc2ccccn2)c1,-2,-2,3,3,8,12,-0.3,-0.6,10,2
CN(CC1CCCN(CCc2cccc(C(F)(F)F)c2)C1)C(=O)c1ccco1 (stereo not given),0,5,4,-18,0,-8,0.3,0.3,0,-9
O=C(Nc1cccc(C(=O)N2CCCCC2)c1)c1ccccc1,-10,-6,2,-2,7,5,-2.6,0.3,2,0
C=C(C)CNC(=S)NNC(=O)CCn1c2ccc(Cl)cc2c2cc(Cl)ccc21,-9,19,-8,7,5,6,2.3,-0.2,-14,26
O=C(CN(C(=O)C1CSC(=O)C1)c1ccc(F)cc1)NCc1ccc2c(c1)OCO2 (stereo not given),-3,0,-2,-9,4,-1,-0.4,0.5,4,1
COc1ccc(CN2CNc3c(c(=O)n(C)c(=O)n3C)C2)cc1,4,-4,-1,1,6,-1,-0.1,0.0,1,0
O=[N+]([O-])c1ccccc1/C=N/n1c(C2CCCCC2)n[nH]c1=S,-3,8,3,2,0,20*,2.2,0.0,0,9
CC(C)C(=O)Nc1nnc(SCC(=O)NCc2ccco2)s1,-1,7,1,1,-5,2,1.8,-0.5,3,5
CC(C)(C)S(=O)N1Cc2cn(Cc3ccccc3)c(=O)cc2[C@H]1CCO (stereo not given in full),2,-17,5,8,9,8,0.4,1.8,5,6
Cc1cccc(N=Nc2c(C)c(C#N)c(O)[nH]c2=O)c1,-6,3,2,-2,1,-4,-0.2,0.3,3,1
CN(C(=O)COC(=O)Cn1cnc2c1c(=O)n(C)c(=O)n2C)C1(C#N)CCCCC1,4,3,-2,-5,-8,3,-1.2,0.6,4,1
Cc1ccc(CNC(=O)CCc2c(C)nc3ncnn3c2C)cc1,-3,-1,2,-2,-2,-2,-3.7,-0.8,1,3
O=S(=O)(Nc1ccc2nc(C(F)(F)F)[nH]c2c1)c1ccccc1,-5,8,3,11,-1,-7,-4.0,0.0,0,1
COc1ccc(Br)cc1S(=O)(=O)n1c([N+](=O)[O-])cnc1C,3,-4,-6,3,-5,8,2.6,-0.6,5,5
COc1cccc(NC(=O)N2CCN(c3ccc(C(F)(F)F)cn3)CC2)c1,2,-1,2,-6,-2,4,-2.9,0.2,1,0
S=c1[nH]nc(Nc2ccccc2Cl)s1,-14,6,7,4,-4,14,3.0,0.0,3,4

# Brought forward from above: 3 compounds; new compounds follow.
SMILES,Tn6 DDE FP,ADAM10 inh,NPR2 activator,ARFGAP1 inhibitor,ASAP1 GAP inh,HGIII-sPLA2 inh,FXN GAA850 act,KLK7 zymogen act,NPR1 activator,rCAG RNA binder
COc1ccc(Br)cc1S(=O)(=O)n1c([N+](=O)[O-])cnc1C,3,-4,-6,3,-5,8,2.6,-0.6,5,5
COc1cccc(NC(=O)N2CCN(c3ccc(C(F)(F)F)cn3)CC2)c1,2,-1,2,-6,-2,4,-2.9,0.2,1,0
S=c1[nH]nc(Nc2ccccc2Cl)s1,-14,6,7,4,-4,14,3.0,0.0,3,4
C[C@H](CO)N1C[C@H](C)[C@H](CN(C)Cc2ccccc2)Oc2c(NC(=O)Nc3ccc(F)cc3)cccc2C1=O,-1,12,0,11,13,-14,-5.9,0.1,0,2
CCOC(=O)N1CCN(S(=O)(=O)c2ccc3c(c2)oc(=O)n3C)CC1,6,4,2,4,-9,1,0.7,-0.1,7,-3
O=C(c1ccccc1)N1CCN(C(=O)c2ccc3c(c2)OCCO3)CC1,4,1,1,3,3,2,-1.5,-0.1,0,-5
Cc1[nH]nc2c(=S)[nH]c(=O)[nH]c12,6,-2,-2,8,-4,-4,0.3,-0.7,3,0
C=CCn1c(Sc2ncc([N+](=O)[O-])s2)n[nH]c1=O,-1,1,8,-6,3,12,2.1,-0.3,12,3
O=S(=O)(c1ccc(SCCOc2ccc(Cl)cc2)nc1)N1CCCC1,1,-6,3,-5,8,15,0.9,-0.6,4,0
CCNC(=S)N1N=C2c3ccccc3CCC2C1c1ccc(F)cc1 (stereo not given),8,0,-1,-6,-3,8,0.3,0.1,-2,-3
COc1ccc(OCCNC2CCCC2)cc1,0,2,2,-4,-2,-30,1.8,-1.1,0,-1
Cc1ccc2c(CN3CCN(Cc4ccc5c(c4)OCO5)CC3)cc(=O)oc2c1C,3,-3,-2,9,-7,-3,2.1,0.7,-2,-6
CCCCN(C=O)c1c(CC)nc2ccc(C(=O)NCc3ccc4c(c3)OCO4)cn12,-1,-15,3,-9,2,1,-1.5,1.0,-1,3
CC(C)CCNC(=O)c1onc(CSc2nc3ccccc3[nH]2)c1C(=O)NCCC(C)C,4,6,-7,-3,13,-6,0.8,-0.1,-1,-2
O=C(CCc1ccccc1)N[C@H]1[C@H](OC(=O)c2cccnc2)CCC[C@@]12C(=O)N(Cc1ccccc1)c1ccccc12,-3,11,6,.,.,-10,.,0.3,-6,6
O=C(Nc1cccc(-c2cn3cccnc3n2)c1)c1ccc(Br)o1,4,i,2,6,7,0,0.8,12,4,4
COc1ccc(CCNC(=O)c2cc3c(=O)n4cccc(C)c4nc3s2)cc1OC,4,-32,0,6,-1,1,-0.2,1.0,9,1
Clc1ccccc1COc1ccc(/C=N/n2cnnc2)cc1,0,0,-3,3,13,-13,0.6,-0.1,-1,-3
CC(=O)N=c1sc2nc3ccccc3nc2n1N(C(C)=O)C(C)=O,-6,-111,-13,2,-5,18,1.2,3.3,3,3

# Screening results (PubChem BioAssay)
